Vif-APOBEC3G blk: qHTS for Inhibitors of Vif-A3G Interactions: qHTS; AID 602310, 2012; 410,000 compounds, 0.076% hits; DNA dC->dU-editing enzyme APOBEC-3G (Homo sapiens), Q9HC16; HeLa A3G-eYFP + Vif (tagged APOBEC3G with the HIV-1 protein that degrades it), YFP fluorescence, overnight; Potency, µM (doses to about 46.1 µM), inactives show at the highest dose activity, negative = active, most hits filed as inhibitors;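 further: on the % scale 0 is the no-effect control and ±100 the full control effect; nearly all actives have a fitted effect of over 60% in size; hits raise eYFP signal because A3G escapes Vif-driven loss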
Target sequence (Q9HC16 whole entry, looked up): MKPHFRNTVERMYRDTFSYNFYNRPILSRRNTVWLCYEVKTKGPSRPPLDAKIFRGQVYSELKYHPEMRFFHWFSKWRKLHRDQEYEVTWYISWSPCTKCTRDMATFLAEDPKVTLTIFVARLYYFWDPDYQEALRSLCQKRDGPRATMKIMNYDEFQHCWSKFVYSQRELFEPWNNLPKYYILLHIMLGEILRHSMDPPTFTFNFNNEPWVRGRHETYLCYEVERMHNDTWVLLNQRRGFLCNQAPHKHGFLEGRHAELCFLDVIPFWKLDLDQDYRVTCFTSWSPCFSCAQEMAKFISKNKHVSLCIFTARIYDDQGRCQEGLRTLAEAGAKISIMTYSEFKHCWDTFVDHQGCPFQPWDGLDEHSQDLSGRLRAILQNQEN
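HeLa cells stably expressing Vif and C-terminally eYFP-tagged A3G, seeded overnight at 37 deg C, then exposed to compound by pintool overnight at 37 deg C. Rise in yellow fluorescence (Ex 488/Em 500-530, Acumen) marks blocked Vif-driven A3G degradation.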
mIDH1 inhibitor: qHTS for Inhibitors of mutant isocitrate dehydrogenase 1 (IDH1): qHTS | IDH1-R132H enzyme, NADPH consumption, diaphorase/resazurin fluorescence | Potency, µM (series often up to 76.6 µM), inactives show at the top dose activity change, negative = inhibition, most hits filed as inhibitors | 390,000 compounds, 0.093% hits; further: on the % scale 0 is the no-effect control and ±100 the full control effect; nearly all actives have a fitted effect of over 65% in size
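IDH1-R132H (0.5 ug/mL) preincubated 30 min with compound, then NADPH (0.016 mM) and alpha-KG (2 mM) added; 80 min at RT, pH 7.5. Remaining NADPH coupled via diaphorase/resazurin to fluorescence (540/590 nm); concentration-response curves normalized to no-enzyme control.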
Vif-A3F inh: qHTS for Inhibitors of Vif-A3F Interactions: qHTS; Potency, µM (doses to about 46.1 µM), for inactives: at the highest dose activity, negative = active; 390,000 compounds, 0.2% hits; HeLa A3F-eYFP + Vif (tagged APOBEC3F with the HIV-1 protein that degrades it), YFP fluorescence increase; further: % of control where 0% means no effect; nearly all actives have a fitted effect of over 65% in size
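Fluorescence increase (Ex 488/Em 500-530) after overnight compound treatment at 37 deg C flags inhibition of Vif-driven A3F-eYFP loss in stable HeLa A3F-eYFP/Vif cells seeded overnight beforehand.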
USP1-UAF1 inh: Inhibitors of USP1/UAF1: Primary Screen; 390,000 compounds, 0.23% hits; AID 743255, 2014; Potency, µM (top dose mostly 57.1 µM), without a hit: at the top dose activity change, negative = inhibition, actives largely listed as inhibitors; Ubiquitin carboxyl-terminal hydrolase 1 (Homo sapiens), O94782; recombinant USP1/UAF1, Ub-Rhodamine cleavage fluorescence; further: on the % scale 0 is the no-effect control and ±100 the full control effect; nearly all actives have a fitted effect of over 60% in size; inactives centre near -12
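1 nM enzyme complex + cpd, 15 min RT; start with Ub-Rho 150nM final; kinetic fluorescence ex 480/em 540, 6 reads q60 s. Buffer 50mM HEPES pH 7.8, 0.5mM EDTA, 0.1 mg/ml BSA, 1mM TCEP, 0.01% Tween-20.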
rTrxR1 inhibitor: qHTS Assay for Inhibitors of Mammalian Selenoprotein Thioredoxin Reductase 1 (TrxR1): qHTS | Thioredoxin reductase 1, cytoplasmic (Rattus norvegicus), O89049 | recombinant rTrxR1, NADPH fluorescence consumption, selenite substrate | Potency, µM (series often up to 114 µM), for the others: at the highest dose activity change, negative = inhibition, most hits filed as inhibitors | 390,000 compounds, 1% hits | AID 588453, 2011; further: on the % scale 0 is the no-effect control and ±100 the full control effect; nearly all actives have a fitted effect of over 65% in size
Target sequence (O89049 whole entry, looked up): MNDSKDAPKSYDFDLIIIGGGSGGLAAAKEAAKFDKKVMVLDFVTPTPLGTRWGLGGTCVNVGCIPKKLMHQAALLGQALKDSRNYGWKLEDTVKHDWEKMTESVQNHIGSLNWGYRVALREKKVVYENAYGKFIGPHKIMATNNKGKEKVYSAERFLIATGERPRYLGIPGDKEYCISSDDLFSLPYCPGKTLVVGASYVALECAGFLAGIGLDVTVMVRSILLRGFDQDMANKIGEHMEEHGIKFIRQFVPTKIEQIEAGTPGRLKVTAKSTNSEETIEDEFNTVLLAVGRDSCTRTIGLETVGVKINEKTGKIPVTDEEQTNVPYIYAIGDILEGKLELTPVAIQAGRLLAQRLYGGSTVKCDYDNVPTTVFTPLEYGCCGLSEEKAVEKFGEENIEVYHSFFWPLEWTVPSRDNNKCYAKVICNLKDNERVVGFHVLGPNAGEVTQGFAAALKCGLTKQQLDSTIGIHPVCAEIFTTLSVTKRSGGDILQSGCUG
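Rat TrxR1 (90 nM in the dispensed reagent) was pre-reduced with 400 uM NADPH for 5 min at room temperature, then incubated with compound for 15 min. After 400 uM selenite was added, NADPH fluorescence (Ex 340/Em 450 nm) was followed for 8 min.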
RXFP1 ag: qHTS Assay for Agonists of the Relaxin Receptor RXFP1; Potency, µM (series often up to 57.5 µM), for inactives: at the top dose activation, actives largely listed as activators; Relaxin receptor 1 (Homo sapiens), Q9HBX9; AID 2676, 2010; HEK293T-RXFP1 cAMP TR-FRET, 30 min; response scale: percent of porcine relaxin response, buffer zero; 370,000 compounds, 0.3% hits; further: on the % scale 0 is the no-effect control and ±100 the full control effect; nearly all actives have a fitted effect of over 60% in size; many of its hits are not listed in these tables
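Agonist response is measured as cAMP accumulation in an RXFP1-transfected HEK293T line under PDE4 inhibition. Values are scaled between buffer-only and 29 nM porcine relaxin, and EC50s come from standard Hill equation fits.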
12-LOX inh: Primary qHTS assay for inhibitors of human arachidonate 12S-lipoxygenase (ALOX12): Round 2. purified 12hLO, xylenol orange hydroperoxide absorbance. Potency, µM (top dose mostly 108 µM), inactives show top-dose activity change, negative = inhibition, usual class: inhibitors. 580,000 compounds, 1.1% hits; further: on the % scale 0 is the no-effect control and ±100 the full control effect
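Purified human 12hLO (150 nM final) in 25 mM Hepes, 0.01% Triton X-100, pH 7.0 was preincubated 15 min at room temperature with compound. Then 40 uM arachidonic acid was added, 30 min. Hydroperoxide was read by Fe-XO absorbance ratio 573/405 nm.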
RGS4 inhibitor: Inhibitors of Regulator of G Protein Signaling (RGS) 4: qHTS | Regulator of G-protein signaling 4 (Homo sapiens), P49798 | Transcreener GDP fluorescence polarization, RGS4-accelerated GTP hydrolysis | Potency, µM (top dose mostly 114 µM), for the others: at the highest dose activity change, negative = inhibition, hits mostly inhibitors | 390,000 compounds, 0.039% hits; further: on the % scale 0 is the no-effect control and ±100 the full control effect; nearly all actives have a fitted effect of over 75% in size; some results filed as inactive show a strong effect at the top dose
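MLSMR compounds (23 nl, pin-transferred) preincubated 10 min at room temperature with a 500nM (2x) first reagent, then RGS4 at 900nM (2x) plus Transcreener GDP mix added; fluorescence polarization (620/688 nm) read before and after 90 min at 30 °C.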
TrxR1 substrate: qHTS Assay for Substrates of Mammalian Selenoprotein Thioredoxin Reductase 1 (TrxR1): qHTS. Thioredoxin reductase 1, cytoplasmic (Rattus norvegicus), O89049. purified TrxR1 substrate turnover, NADPH consumption readout. Potency, µM (top dose mostly 114 µM), without a hit: at the top dose activity change, negative = substrate turnover. 390,000 compounds, 0.01% hits. AID 588456, 2011; further: on the % scale 0 is the no-effect control and ±100 the full control effect; nearly all actives have a fitted effect of over 50% in size
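Rat TrxR1, dispensed at 90 nM, was prereduced with 400 uM NADPH (final) for 5 min at ~22 deg C, then incubated with compound 15 min before 400 uM selenite. A first-read NADPH fluorescence drop versus no-compound background flagged substrates.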
The depositor's hits bear a star; u = inconclusive; x = not tested or not shown; & = joins results of further samples; [ ] = dose if it differs, or a comment. The call rests on the fitted dose curve; in most records, active means well fitted curve in the direction sought with a large enough effect; inconclusive means small, poorly fitted or top-dose-only effect, or another doubt; inactive means no such curve, though single readings can be large; an effect the other way counts as inactive or inconclusive. Potency means the concentration at half of the fitted maximal effect. A portion of the library; count on the stated rates, not on these rows.

item	canonical_smiles	Vif-A3F inh	TrxR1 substrate	Vif-APOBEC3G blk	USP1-UAF1 inh	RXFP1 ag	rTrxR1 inhibitor	RGS4 inhibitor	12-LOX inh	mIDH1 inhibitor
1	CN(C)C(=O)Nc1ccc(F)cc1F	-5%	11%	2%	-20%	0.1%	7%	7%	9%	3%
2	CC(C)c1ccc(NC(=S)NCc2cccs2)cc1	6%	-3%[57.1 µM]	-4%	-5%	0.6%	-30%[57.1 µM]	7%	u	-2%
3	CC1(C)CC(NC(=O)Cc2ccc(Cl)cc2)CC(C)(C)N1	2%	-2%	0%	-26%	0.7%	15%[57.1 µM]	-29%	-9%	4%
4	COc1ccc(OC)c(NC(=O)CN(Cc2ccc(F)cc2)C2CCCCC2)c1	4%	4%	-8%	-29%	0.2%	14%	0%	-1%	5%
5	CCc1nn2c(=O)c(S(=O)(=O)Nc3ccc(C(C)C)cc3)c(C)nc2s1	-2%&3%	-1%&20%	1%&3%	-23%&-8%	-0.6%&0.3%	6%&0%	31%&13%	-1%&3%	-4%&-8%
6	O=C(NCC(c1ccco1)N1CCN(c2ccccc2)CC1)C(=O)NC1CC1 (configuration not stated)	-7%	1%	-6%	-9%	0.6%	4%	11%	14%	-2%
7	O=C(COc1ccc2c(c1)OCO2)NC12CC3CC(CC(C3)C1)C2	-2%	-6%	0%	-12%	1.4%	-3%	10%	23%	18%
8	COc1ccccc1N1CCN(C(=O)c2ccncc2)CC1	2%	8%[57.1 µM]	-1%	-10%	0.2%	1%[57.1 µM]	12%	-1%	11%
9	COc1ccccc1NCC(=O)N/N=C/C=C/c1ccccc1	-1%	-3%	-1%	-25%	-1.3%	10%	-4%	-26%	-5%
10	O=C(N/N=C/c1ccc2c(c1)OCO2)C(=O)Nc1cccc(Cl)c1	1%	0%	0%	-12%	0.1%	1%	9%	-4%	0%
11	CN(C)C(=O)c1nc2ccc(Cl)cn2c1CNCc1cccc(OC(F)(F)F)c1	1%	-3%	-2%	-15%	4.2%	-1%	0%	-10%	7%
12	Cc1cc(C(=O)N/N=C/c2cccnc2)cs1	2%	-5%	-1%	-16%	2.3%	2%	-21%	0%	3%
13	COc1ccccc1-c1cc(C(F)(F)F)nc(S(=O)(=O)CCCC(=O)Nc2cc(OC)c(OC)c(OC)c2)n1	1%	-5%	-1%	4%	1.4%	22µM*	-28%	u	-12%
14	O=C(Nc1ccc2c(c1)CCCN2C(=O)c1cccs1)c1cccc(C(F)(F)F)c1	6%	5%[57.1 µM]	-5%	-17%	-0.2%	14%[57.1 µM]	6%	u	-7%
15	O=C(c1ccco1)N1CCN(Cc2ccc(F)cc2)CC1	-3%	5%	0%	-16%	1.9%	23%	-20%	u	12%
16	Cc1cc2ncn(CS(C)(=O)=O)c2cc1C	4%	4%[57.1 µM]	-1%	5%	-0.9%	11%	-35%	14%	-4%
17	O=C(COC(=O)/C=C/C(=O)OCC(=O)NC12CC3CC(CC(C3)C1)C2)NC12CC3CC(CC(C3)C1)C2	-8%	-6%	-24%	-14%	-1.4%	u	-23%	-11%	5%
18	COc1ccc(CCN(C)C2CCCN(C(=O)Cn3cnnn3)C2)cc1OC (configuration not stated)	-22%	-1%	-2%	-20%	2.2%	-14%	-48%	0%	9%
19	Cc1cccc(/C=N/Nc2nncc3ccccc23)c1	u	4%[57.1 µM]	-2%	-1%	-2.8%	11%[57.1 µM]	-4%	8%	13%
20	Cc1nc(NC(=O)C(C)Oc2cccc(Cl)c2)sc1C(=O)N(C)C (configuration not stated)	3%	4%	2%	-14%	0.4%	8%	-16%	9%	0%
21	O=C(c1ccc([N+](=O)[O-])cc1)N1CCC(Cc2ccccc2)CC1	u	5%[57.1 µM]	-1%	-23%	-0.4%	10%[57.1 µM]	4%	-24%	14%
22	COc1cc(/C=C2/NC(=O)N(CC(=O)Nc3ccc(C)cc3)C2=O)ccc1Oc1ccc([N+](=O)[O-])cn1	-1%	-4%[57.1 µM]	-8%	-20%	-0.9%	0%[57.1 µM]	19%	-4%	10%
23	Cc1cccc(NC(=O)c2cnc3ccccn3c2=O)c1	-13%	6%[57.1 µM]	1%	-7%	0.3%	0%[57.1 µM]	26%	-1%	7%
24	Cc1ccc(Cl)cc1Nc1nn2c(=O)c3ccc(C(=O)N4CCCC(C)C4)cc3nc2s1 (configuration not stated)	0%	-3%[57.1 µM]	-5%	-13%	1.3%	9%[57.1 µM]	9%	-18%	-6%
25	Cn1c(/C(C#N)=C(\O)c2cc(Cl)sc2Cl)nc2ccccc21	-30%	-2%	-9%	-9%	0.3%	16%	16%	29%	2%
26	c1cncc(CNC2CCCc3ccccc32)c1 (configuration not stated)	-18%	3%	0%	-2%	-0.6%	-8%	10%	0%	1%
27	CCN(CC)CCN1C(=O)C(=O)/C(=C(/O)c2cccc(OC)c2)C1c1ccccn1 (configuration not stated)	0%	-12%	-1%	-8%	1.0%	u	0%	-24%	2%
28	CCN(CC(=O)Nc1ccc(OC)cc1)C(=O)c1cc([N+](=O)[O-])ccc1N1CCOCC1	-2%	-16%	1%	-15%	0.3%	u	-30%	7%	7%
29	CCC1=NN(C(=O)COc2ccccc2C)C(O)(c2ccncc2)C1 (configuration not stated)	1%	10%	-4%	-22%	0.4%	13%	16%[11.4 µM]	2%	10%
30	O=C(CS(=O)(=O)c1cccc2nsnc12)NCc1ccccc1Cl	-3%	6%[57.1 µM]	1%	-31%	1.2%	18%[57.1 µM]	-12%	-20%	6%

Limited to mIDH1 inhibitor and Vif-A3F inh (2 entries from above):
| no. | SMILES | mIDH1 inhibitor | Vif-A3F inh |
| --- | --- | --- | --- |
| 5 | CCc1nn2c(=O)c(S(=O)(=O)Nc3ccc(C(C)C)cc3)c(C)nc2s1 | -4%&-8% | -2%&3% |
| 28 | CCN(CC(=O)Nc1ccc(OC)cc1)C(=O)c1cc([N+](=O)[O-])ccc1N1CCOCC1 | 7% | -2% |

(further entries)
item	canonical_smiles	Vif-A3F inh	TrxR1 substrate	Vif-APOBEC3G blk	USP1-UAF1 inh	RXFP1 ag	rTrxR1 inhibitor	RGS4 inhibitor	12-LOX inh	mIDH1 inhibitor
31	O=C1OC2(CCCCC2)OC(=O)C1=CNc1nc2ccccc2s1	-2%	-4%	-1%	-27%	1.3%	-15%	-6%	u	1%
32	COc1ccc(-c2nc(C(=O)NCC3CCCO3)cc3c2[nH]c2ccccc23)cc1 (configuration not stated)	-4%	21%	0%	-7%	4.0%	-9%	2%	-2%	-4%
33	CCOC(=O)CSc1nnnn1-c1cc(OC)c(Cl)cc1OC	x	13%	0%	-2%	3.3%	26%	17%	5%	6%
34	CC1CCCN(C(=O)c2cc3ccc4cccnc4c3[nH]2)C1 (configuration not stated)	-1%	-6%	1%	-12%	-0.5%	8%	5%	u	12%
35	COc1ccc(NC(=O)N2CCN(S(=O)(=O)c3ccc(F)cc3)CC2)c(OC)c1	2%	-9%	1%	-4%	-2.3%	-10%	23%	0%	-1%
36	Cc1oc(-c2ccccc2)nc1CS(=O)CC(=O)NC1CCCCCC1 (configuration not stated)	-2%	-15%	-4%	-6%	-2.6%	32µM*	-25%	-5%	-5%
37	Cc1cc(C)cc(NC(=O)c2cc(S(=O)(=O)N3CCCC3)cn2C)c1	-6%	21%[57.1 µM]	-7%	-16%	5.2%	19%[57.1 µM]	-3%	45%[activator]	20%
38	COCCn1c(=NC(=O)c2cc(-c3cccs3)nc3ccccc23)sc2cc(S(N)(=O)=O)ccc21	5%	14%[57.1 µM]	0%	-2%	1.9%	1%[57.1 µM]	-31%	-1%	2%
39	O=C(CSc1nnc(COc2ccccc2)o1)NC1CC2CCC1C2 (configuration not stated)	4%	-5%	1%	-17%	-2.5%	-4%	6%	0%	6%
40	CNC(=O)c1csc(-c2ccc(Cl)cc2)n1	1%	9%[57.1 µM]	-4%	-10%	2.3%	23%[57.1 µM]	3%	-5%	29%
